p53ts 32C kill – qHTS Screen for Compounds that Selectively Target Cancer Cells with p53 Mutations: Cytotoxicity of p53ts Cells at the Permissive Temperature; H1299-p53A138V at 32C, ATP luminescence viability, 24 h; hit rate 0.93% among 130,000; Potency, µM (doses to about 46.1 µM), without a hit: top-dose activity change, negative = cytotoxicity, actives largely listed as cytotoxic;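 also: 0% = DMSO and -100% = full killing by reference compound; nearly all actives have a fitted effect of over 55% in size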
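Viability by ATPlite luminescence after 24 h compound treatment (up to 46 uM) at the permissive 32C. Cells are H1299 carrying p53 A138V. Scale runs from DMSO basal to 100 uM tamoxifen as full kill; AC50 from Hill fits.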
p53ts 39C kill – qHTS Screen for Compounds that Selectively Target Cancer Cells with p53 Mutations: Cytotoxicity of p53ts Cells at the Nonpermissive Temperature; H1299-p53A138V viability at 39C, ATP luminescence, 24 h; Potency, µM (titrated, usually from 46.1 µM), without a hit: at the top dose activity change, negative = cell killing, actives largely listed as cytotoxic; hit rate 1.5% among 130,000; also: nearly all actives have a fitted effect of over 55% in size
Peg3 imprint – qHTS Assay for Compounds that Induce Erasure of Genomic Imprints | Potency, µM (highest dose often 60.7 µM), for inactives: at the highest dose activity change, positive = activation, hits mostly activators | hit rate 0.02% among 110,000 | mouse ES Peg3-LacZ reporter, beta-gal luminescence, 40 h;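 also: 0% = negative control wells on the plate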
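Imprint erasure is scored as LacZ activity from the silenced maternal Peg3 allele in feeder-free female ES cells cultured 40 h with LIF. Luminescence is normalized to in-plate negative controls and fitted to the Hill equation.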
IkB signaling – IkB Signaling | ABC-DLBCL IkBa-CBG/CBR dual luciferase ratio, 4 h; response scale: scaled: untreated 0%, proteasome inhibitor 100% | Potency, µM (titrated, usually from 57.1 µM), for inactives: at the highest dose IkBa stabilization activation | hit rate 0.04% among 110,000; active = well fitted curve in the direction sought with a large enough effect in the signal ratio, not every such curve was filed as active; inconclusive = small, poorly fitted or top-dose-only effect, or a change in a side signal; the % refers to the signal ratio;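 also: the direction sought is a rising ratio; 0% = basal untreated cells and 100% = reference inhibitor full response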
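Luminescence ratio of IκBα-fused green versus native red beetle luciferase in OCI-Ly3 cells, 4 h post-doxycycline with compound; red signal alone, scaled from basal (0%) to zero light (-100%), flagged nonspecific or cytotoxic effects.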
* hit, by the source's call; ? = inconclusive; / = no result given; [ ] = remark or other dose. Unless noted, calls follow the shape of the dose curve; as a rule, active = well fitted curve in the direction sought with a large enough effect; inconclusive = small, poorly fitted or top-dose-only effect, or another doubt; inactive = no such curve, though single readings can be large; an effect the other way counts as inactive or inconclusive. Unless noted, % is scaled to controls: 0 for no effect and ±100 for the full control effect; potency is read from the fitted curve at half-maximal effect.

#1 Cn1cnc2c1c(=O)n(CC(O)CO)c(=O)n2C (stereo unspecified)
#2 O=C(Cn1c(=O)n(Cc2ccc3c(c2)OCO3)c(=O)c2ccccc21)N1CCCc2ccccc21
#3 Cc1c(C(=O)Nc2ccc(F)cc2)oc2ccc(S(=O)(=O)N3CCCC3)cc12
#4 Cc1ccc(-n2c(=O)c3ccc(C(=O)NCc4ccccc4Cl)cc3n(Cc3cccc(F)c3)c2=O)cc1
#5 COC(=O)c1oc2c(c1C)C1(CCC2)SCCS1
#6 Cc1ccc2sc(N(Cc3cccnc3)C(=O)CCS(=O)(=O)c3ccccc3)nc2c1C
compound no.	1	2	3	4	5	6
p53ts 39C kill	1%	-3%	-12%	25%	-6%	-18%
p53ts 32C kill	-3%	-20%	-2%	11%	-1%	-2%
IkB signaling	3.7%	0.1%	?	-0.4%	-1.0%	6.1%
Peg3 imprint	/	-11%	-19%	9%[10.9 µM]	14%	-16%[10.9 µM]

#7 Cc1ccc(-c2cc(-c3nnc(SCC(=O)N(C)CCC#N)n3N)c3ccccc3n2)cc1
#8 CCOC(=O)C(C)Nc1ncnc2onc(C)c12 (stereo unspecified)
#9 CCOC(=O)c1ccc(NC(=O)CN(c2ccc(C)cc2)S(=O)(=O)c2ccc(OC)cc2)cc1
#10 COCCNC(=O)C(c1ccc(C)o1)N(Cc1ccc(F)cc1)C(=O)Cn1nnc2ccccc21 (stereo unspecified)
#11 O=C(c1nc2ccccc2s1)N1CCN(c2ccccn2)CC1
#12 O=C(Oc1ccc(OC(=O)N2CCCCC2)cc1)c1ccccc1
compound no.	7	8	9	10	11	12
p53ts 39C kill	-14%	-11%	-3%	4%	-15%	6%
p53ts 32C kill	-19%	-6%	11%	-8%	-6%	-5%
IkB signaling	1.6%	-1.0%	1.5%	2.6%	?	1.7%
Peg3 imprint	-5%	-11%[10.9 µM]	11%[10.9 µM]	-4%	11%	-7%

#13 CC(=O)Nc1ccc(NC(=O)CNS(=O)(=O)c2ccc(C)cc2)cc1
#14 Cn1c2c(c(=O)n(C)c1=O)C(c1cc(Br)ccc1F)CC(=O)N2 (stereo unspecified)
#15 CCCC(=O)Nc1ccccc1N1CCN(C(=O)C(C)C)CC1
#16 COc1ccc(C)cc1N(C)C(=O)CCc1nc(-c2ccccc2F)no1
#17 CCOC(=O)N1CCN(Cc2ccccc2F)CC1
#18 O=C(Oc1ccccc1)N1CCC2(CC1)CN(c1ncccn1)C2
compound no.	13	14	15	16	17	18
p53ts 39C kill	-3%	23%	15%	-3%	4%	-13%
p53ts 32C kill	-1%	2%	0%	1%	22%	-4%
IkB signaling	0.2%	-2.0%	1.7%	?	0.4%	-1.6%[11.4 µM]
Peg3 imprint	-2%	-17%[10.9 µM]	-11%	-13%[10.9 µM]	-6%	/

An excerpt of these results, in markdown.
| No. | SMILES | p53ts 39C kill | p53ts 32C kill | IkB signaling | Peg3 imprint |
| --- | --- | --- | --- | --- | --- |
| 15 | CCCC(=O)Nc1ccccc1N1CCN(C(=O)C(C)C)CC1 | 15% | 0% | 1.7% | -11% |
| 16 | COc1ccc(C)cc1N(C)C(=O)CCc1nc(-c2ccccc2F)no1 | -3% | 1% | ? | -13%[10.9 µM] |
| 17 | CCOC(=O)N1CCN(Cc2ccccc2F)CC1 | 4% | 22% | 0.4% | -6% |

Other compounds follow:
#19 CCOc1ccc2nc(NC(=O)CSc3nnnn3C3CCCCC3)sc2c1
#20 CCn1c(COc2ccc3c(c2)OCO3)nnc1SCC(=O)O
#21 Cc1ccc(N2CC(NC(=O)/C=C\c3ccc4c(c3)OCO4)CC2=O)cc1 (stereo unspecified)
#22 CC(C)(C)NC(=O)Cn1c(SCC(=O)NCc2cccs2)nc2ccccc21
#23 CC(C)(C)NC(=O)CSc1nc(-c2ccc(F)cc2)cc(C(F)(F)F)n1
#24 COc1cc(NC(=O)CN2c3cccc4cccc(c34)S2(=O)=O)cc(OC)c1OC
compound no.	19	20	21	22	23	24
p53ts 39C kill	-21%	0%	-12%	-3%	29%	-2%
p53ts 32C kill	-10%	0%	1%	-1%	1%	-5%
IkB signaling	1.9%	/	-0.8%	1.3%	4.1%	4.7%
Peg3 imprint	-14%	/	27%[10.9 µM]	4%	-11%[10.9 µM]	-15%

#25 CCNC(=S)NCC
#26 CC(=O)Nc1cccc(NC(=O)c2c(-c3ccccc3)c(-c3ccccc3)nn(C)c2=O)c1
#27 N#CCc1ccccc1[N+](=O)[O-]
#28 Cn1c(=O)[nH]c(=O)c2c1nc(NCc1ccccc1)n2CCCc1ccccc1
#29 N#CC1=C(N)Oc2n[nH]c(-c3cccs3)c2C1c1ccsc1 (stereo unspecified)
#30 CCCn1c(SCC(=O)N2CCN(c3ccccc3)CC2)nc2ccccc2c1=O
compound no.	25	26	27	28	29	30
p53ts 39C kill	-1%	-3%	10%	3%	1%	3%
p53ts 32C kill	2%[1.84 µM]	13%	10%[1.84 µM]	0%	4%	1%
IkB signaling	-0.2%	0.0%	9.7%	4.5%	2.0%	?
Peg3 imprint	14%	-8%[10.9 µM]	-6%	-7%	18%	-10%

#31 Cc1c(C)c2ccc(OCc3ccc(C(=O)O)o3)c(C)c2oc1=O
#32 COc1ccc(Cc2nc3ccc(S(N)(=O)=O)cc3[nH]2)cc1OC
#33 COc1cc(OC)c(NC(=O)Nc2sc3nc4n(c(=O)c3c2C)CCC(C)CC4)cc1Cl (stereo unspecified)
#34 CCOC(=O)C1CCCN(C(=O)CCS(=O)(=O)c2cc3c(cc2Cl)NC(=O)CO3)C1 (stereo unspecified)
#35 Cc1cccc(-c2nc(SCC(=O)Nc3ccc4c(c3)OCCO4)c(-c3ccccc3)[nH]2)c1
#36 COc1ccc(CNC(=O)CN2C(=O)CCn3nc(-c4cn(C)c5ccccc45)cc32)cc1
compound no.	31	32	33	34	35	36
p53ts 39C kill	?	0%	2%	4%	?	-17%
p53ts 32C kill	?	-4%	11%	3%	-13%	0%
IkB signaling	?	0.2%	-0.7%	1.4%	?	0.9%
Peg3 imprint	-91%[inhibitor]	0%	5%[10.9 µM]	-21%[10.9 µM]	-11%[10.9 µM]	-12%[10.9 µM]

#37 O=C(Nc1cc(Cl)cc(Cl)c1)c1ccc(F)c(S(=O)(=O)NC2CCCCC2)c1
#38 CCC(C)[C@H](NC(=O)NCc1ccco1)C(=O)O (stereo partly specified)
#39 O=c1c(CCc2ccccc2)nc2cnc(N3CCOCC3)nc2n1Cc1cccs1
#40 Cc1cc(C)c2c(c1)c(C)cc1nnc(SCC(=O)c3ccc(F)cc3)n12
#41 Cc1ccc2[nH]c3c(c2c1)CCC3=O
#42 COc1ccc2c(-c3cccnc3)cc(=O)[nH]c2c1
compound no.	37	38	39	40	41	42
p53ts 39C kill	25µM*	8%	11%	3%	-5%	7%
p53ts 32C kill	?	5%	0%	3%	-14%	11%
IkB signaling	?	1.2%	-1.3%[11.4 µM]	1.0%	0.0%	-2.0%
Peg3 imprint	15%[10.9 µM]	4%	2%	-8%[10.9 µM]	16%	-8%

#43 COc1cccc(N2CCN(Cc3cc(=O)oc4cc(C)ccc34)CC2)c1
#44 Cc1nnc(SCCn2c(Br)nc3c2c(=O)[nH]c(=O)n3C)s1
#45 COC(=O)c1c(N)n(-c2ccc(NC(C)=O)cc2)c2nc3ccccc3nc12
#46 CCNC(=O)CCn1nc(-c2ccc(Cl)cc2)c2ccccc2c1=O
#47 O=C(O)[C@H]1CN[C@H](C(=O)O)C1
#48 CC(=O)CCn1c(=O)n(CCC(C)=O)c(=O)n(CCC(C)=O)c1=O
compound no.	43	44	45	46	47	48
p53ts 39C kill	-17%	-7%	6%	-4%	-4%	7%
p53ts 32C kill	1%	-2%	-12%	4%	-7%	2%
IkB signaling	1.2%	-0.6%	-2.1%	/	0.8%	/
Peg3 imprint	-12%[10.9 µM]	-1%	-4%	/	0%	/

Records 46 through 48 of the list above:
#46 CCNC(=O)CCn1nc(-c2ccc(Cl)cc2)c2ccccc2c1=O
#47 O=C(O)[C@H]1CN[C@H](C(=O)O)C1
#48 CC(=O)CCn1c(=O)n(CCC(C)=O)c(=O)n(CCC(C)=O)c1=O
compound no.	46	47	48
p53ts 39C kill	-4%	-4%	7%
p53ts 32C kill	4%	-7%	2%
IkB signaling	/	0.8%	/
Peg3 imprint	/	0%	/

Continuation:
#49 CCC(=O)c1ccc(OCC(O)CN2CCOCC2)cc1 (stereo unspecified)
#50 O=C(c1ccccc1F)N1CCN(c2ccccc2)CC1
#51 COc1ccc(N2CC(NC(=O)c3ccc(S(=O)(=O)N4CCCCC4)cc3)CC2=O)cc1OC (stereo unspecified)
#52 CC1Cc2ccccc2N1C(=O)CSc1nc2ccc(NC(=O)COc3ccccc3)cc2s1 (stereo unspecified)
#53 CN(CCO)C(=O)CCC(=O)Nc1ccc(S(N)(=O)=O)cc1
#54 COc1ccc(C)cc1NS(=O)(=O)c1ccc2c(c1)[C@H]1C=CC[C@H]1[C@@H](c1cccc(Cl)c1)N2
compound no.	49	50	51	52	53	54
p53ts 39C kill	10%	7%	-14%	3%	3%	-9%
p53ts 32C kill	3%	-2%	-2%	-6%	-1%	-7%
IkB signaling	-0.7%	0.8%	?	1.0%	1.0%	?
Peg3 imprint	-9%	0%	-13%[10.9 µM]	-13%[10.9 µM]	-1%	-13%[10.9 µM]

#55 Cc1ccc(NC(=O)C2CCCN(c3ncnc4onc(-c5ccc(F)cc5)c34)C2)c(Cl)c1 (stereo unspecified)
#56 Cc1cc(C)n2c(SCC#N)nnc2n1
#57 CCOc1ccc(CCNC(=O)c2cnc3c(-c4ccc(F)cc4)c(C)nn3c2C)cc1
#58 COCCNC(=O)c1cc(Sc2ccc(F)cc2F)nc2ccccc12
#59 CCCn1c(CCc2ccccc2)nnc1SCC(=O)N1CCOCC1
#60 CCc1ccccc1NC(=O)CC(c1ccc(F)cc1)N1Cc2ccccc2C1=O (stereo unspecified)
compound no.	55	56	57	58	59	60
p53ts 39C kill	11%	0%	-12%	-16%	11%	-16%
p53ts 32C kill	4%	3%	-8%	-6%	5%	-19%
IkB signaling	?	1.1%	-0.5%	?	1.9%	?
Peg3 imprint	-2%[10.9 µM]	7%	-13%[10.9 µM]	-6%[10.9 µM]	-6%	2%[10.9 µM]

#61 Cc1ccc(OCc2nnc(SCC(=O)c3ccccc3)n2-c2ccccc2)cc1
#62 CCOC(=O)c1c(C)oc2nc(C)nc(NCCCN3CCN(c4ccc(F)cc4)CC3)c12
#63 Cc1cc(C)c(C(N)=O)c(Nc2ccc3c(c2)OCCO3)n1
#64 COc1cc(OC)cc(C(=O)NCCc2csc(-c3cccc(C)c3)n2)c1
#65 CCn1c(CNC(=O)COC)nc2ccccc21
#66 CCc1c(C)sc2c1CCN(Cc1cccc(OC)c1)C2c1ccccc1 (stereo unspecified)
compound no.	61	62	63	64	65	66
p53ts 39C kill	-13%	-6%	8%	-46%	-3%	-30%
p53ts 32C kill	-5%	-4%	10%	2%	6%	20%
IkB signaling	/	1.1%	-0.9%	?	0.2%	?
Peg3 imprint	/	7%[10.9 µM]	-6%	5%[10.9 µM]	-3%	-20%[10.9 µM]

#67 CCOC(=O)c1ccc2c(c1)N(CC(=O)Nc1cc(F)ccc1F)C(=O)c1ccccc1S2
#68 O=S(=O)(c1ccc(-c2nnc(SCc3ccccc3)o2)cc1)N1CCCC1
#69 COCCN(Cc1cc2ccccc2[nH]c1=O)C(=O)c1ccccc1OC
#70 COc1cc(C(=O)N(Cc2cc3cc(C)ccc3[nH]c2=O)CC2CCCO2)cc(OC)c1OC (stereo unspecified)
#71 CCc1nnc(NC(=O)CSc2nnc(-c3cc4ccccc4cc3O)n2CC)s1
#72 CC(C)CN(CCNC(=O)c1cc(-c2cccs2)nc2ccccc12)CC(C)C
#73 Cc1ccc(OCc2nnc(SCc3cc(=O)[nH]c4ccccc34)o2)cc1
compound no.	67	68	69	70	71	72	73
p53ts 39C kill	?	1%	-4%	12%	-23%	-6%	-12%
p53ts 32C kill	-7%	-1%	1%	6%	5%	4%	10%
IkB signaling	1.0%	3.4%	0.2%	5.0%	-0.6%	?	1.3%
Peg3 imprint	7%[10.9 µM]	/	-9%	-4%	/	-8%[10.9 µM]	/

High-throughput results deposited in PubChem by National Center for Advancing Translational Sciences (NCATS).
